Screening data as filed in PubChem BioAssay.
SR-BI uptake up: SR-BI HDL lipid transfer activation; activation, % at 12.5 µM; 320,000 tested, 0.096% active; AID 504775; CHO ldlA[mSR-BI] cells, DiI-HDL uptake fluorescence, 3 h; 100 = double the neutral-control signal;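 active means mean replicate activation of at least 60% and every replicate at or above 60%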;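 further: 0% = median plate neutral-control signal and 100% = twice that signal; values of inactives mirror those of a sister screen read the other way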
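Test system: SR-BI-overexpressing, LDLR-lacking CHO cells. Measured by: DiI fluorescence, bottom read. Medium: Ham's F12 with 0.5% BSA, HEPES 25 mM, pH 7.4. Timing: 3 h uptake period with compound, 37 °C.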
CAL PDZ FP-1: inhibitors of human CAL PDZ peptide binding | purified CAL PDZ, TMR-peptide fluorescence polarization, 1 h | inhibition, % at 24.9 µM | 300,000 tested, 0.92% active | AID 602252;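 active means mean inhibition of at least 30% with at least half of replicates also reaching 30%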;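 further: 0% = DMSO neutral control and 100% = excess unlabeled competitor peptide PRC23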
cardiac RTF act: increases calcium sensitivity of human cardiac regulated thin filaments; activation, % at 7.2 µM; 340,000 tested, 0.24% active; IANBD-labeled TnC RTF fluorescence at EC20 calcium; 0% EC20 calcium, 100% full calcium; AID 493008; P19429+P45379;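 active means activation above the mean over all tested compounds plus 3 SD, cut at about 30% in these data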;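 further: rise in fluorescence read as greater calcium sensitivity of cardiac thin filaments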
Keap1-Nrf2 PPI: inhibitors of human Keap1-Nrf2 protein-protein interaction. Keap1 Kelch-Nrf2 peptide fluorescence polarization, 1536-well. Q14145. 340,000 tested, 0.15% active. inhibition, % at 9.4 µM. AID 504523; in the data active means inhibition above about 12%;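 further: human Keap1 Kelch domain with fluorescein labeled Nrf2 9mer peptide probe; 0% = neutral control wells and 100% = peptide positive control; higher means more block of Keap1 binding to Nrf2 peptide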
DAGLB inhibitor: blocks human DAGLB lipase activity. Q8NCG7. HEK293T DAGLB membrane lysate, EnzChek fluorogenic substrate. inhibition, % at 5.17 µM. 340,000 tested, 0.059% active; in the data active means inhibition above about 34%;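 further: 0% = enzyme with vehicle and 100% = wells lacking enzyme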
Target sequence (Q8NCG7 whole entry, looked up): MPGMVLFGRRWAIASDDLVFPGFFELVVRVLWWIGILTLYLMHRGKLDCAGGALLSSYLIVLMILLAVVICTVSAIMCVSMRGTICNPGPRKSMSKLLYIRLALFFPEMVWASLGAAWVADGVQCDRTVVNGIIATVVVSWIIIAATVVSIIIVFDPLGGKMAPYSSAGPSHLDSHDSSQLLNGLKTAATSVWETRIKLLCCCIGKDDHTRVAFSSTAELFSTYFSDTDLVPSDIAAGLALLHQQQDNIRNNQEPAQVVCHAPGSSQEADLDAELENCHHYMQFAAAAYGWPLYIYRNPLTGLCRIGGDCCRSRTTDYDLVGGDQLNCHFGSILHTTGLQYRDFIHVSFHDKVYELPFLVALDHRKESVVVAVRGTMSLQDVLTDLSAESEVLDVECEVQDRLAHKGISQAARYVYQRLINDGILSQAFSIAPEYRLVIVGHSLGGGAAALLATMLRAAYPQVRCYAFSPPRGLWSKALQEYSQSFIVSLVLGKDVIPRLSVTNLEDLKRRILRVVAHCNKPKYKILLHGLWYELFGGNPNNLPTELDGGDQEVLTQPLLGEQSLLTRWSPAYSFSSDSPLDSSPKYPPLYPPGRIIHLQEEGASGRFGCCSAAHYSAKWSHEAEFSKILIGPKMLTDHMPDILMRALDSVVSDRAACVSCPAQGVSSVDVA
CAL PDZ FP-2: human CAL PDZ-peptide interaction inhibition; purified CAL PDZ, TMR-peptide fluorescence polarization, 1 h; AID 504414; Q9HD26; 330,000 tested, 0.02% active; inhibition, % at 20 µM;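 active means highest replicate inhibition of at least 40%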;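 further: plate controls were DMSO neutral control wells for no effect and unlabeled competitor peptide control wells for full effect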
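Material: tagged CAL PDZ protein CerCALP, purified; buffer or medium: sodium phosphate/NaCl buffer pH 7.4 with TCEP, IgG, Thesit; also added: fluorescent TMR peptide probe; schedule: 1 h incubation at room temperature before polarization reading; technique: fluorescence polarization from S- and P-plane intensities, G-factor corrected; control set: unlabelled peptide and DMSO controls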
PKA-R2B act: activators of human PKA-R2B complex; P22694+P31323; PKA-R2B holoenzyme dissociation, Cy5-IP20 fluorescence polarization; R2B truncated from residue 108, S112A mutant; 0% DMSO only, 100% 113 µM cGMP; activation, % at 11.4 µM; 340,000 tested, 0.079% active; AID 504700;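 active means activation above a cutoff set at the mean over all compounds plus 3 SD, cut at about 18% in these data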;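 further: higher means more holoenzyme dissociation and a rise in polarization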
Cardiac RTF inh: cardiac RTF calcium desensitization; IANBD-labeled cardiac RTF, Ca2+ fluorescence; inhibition, % at 7.15 µM; 340,000 tested, 0.12% active; AID 493244;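 active means inhibition above the mean inhibition of all tested compounds plus 3 SD, cut at about 17% in these data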;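 further: assay run at fixed EC70 calcium of 1.6 mM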
LANA DNA inh: blocks KSHV LANA C-terminal domain binding to DNA; MBP-C-LANA/FAM-LBS DNA binding, fluorescence polarization; inhibition, % at 9 µM; 340,000 tested, 0.078% active; AID 504423;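 active means highest replicate inhibition at or above 60% at 9 µM, even if other replicates fall short; inactive means all replicates below 60% inhibition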;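 further: 0% = neutral control wells and 100% = 4 µM acridine orange control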
Rtt109 Vps75: inhibitors of Candida albicans Rtt109/Vps75 histone acetyltransferase. 330,000 tested, 0.16% active. AID 540336. inhibition, % at 34.9 µM. Q5AAJ8. purified Rtt109/Vps75, ThioGlo CoA-SH fluorescence, 4 h;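 active means inhibition of at least 50% in every replicate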
Target sequence (Q5AAJ8 whole entry, looked up): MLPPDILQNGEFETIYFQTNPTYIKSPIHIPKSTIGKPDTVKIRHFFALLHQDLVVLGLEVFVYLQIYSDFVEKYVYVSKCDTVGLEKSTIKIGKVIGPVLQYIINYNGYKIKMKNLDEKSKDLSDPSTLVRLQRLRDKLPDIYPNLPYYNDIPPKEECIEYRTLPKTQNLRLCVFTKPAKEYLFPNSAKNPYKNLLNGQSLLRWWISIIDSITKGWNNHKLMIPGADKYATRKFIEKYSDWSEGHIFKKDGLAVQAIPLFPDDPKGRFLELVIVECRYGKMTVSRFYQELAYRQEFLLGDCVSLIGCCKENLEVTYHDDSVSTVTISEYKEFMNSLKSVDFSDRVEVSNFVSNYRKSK
* hit, by the source's call; x = no result given; & = joins results of further samples.

No.	SMILES	SR-BI uptake up	CAL PDZ FP-1	cardiac RTF act	Keap1-Nrf2 PPI	DAGLB inhibitor	CAL PDZ FP-2	PKA-R2B act	Cardiac RTF inh	LANA DNA inh	Rtt109 Vps75
1	CCn1c(SCc2nc3sc(C(=O)O)c(C)c3c(=O)[nH]2)nnc1-c1ccc(Cl)cc1	18	-3	5	0	2	-2.0	3	-3	4.8	-6
2	Cc1ccc(/C=C2/C(=O)ON=C2c2ccccc2)o1	7	-6	1	-1	10	-0.8	2	-3	2.4	21
3	COc1cccc(N=CNc2cccc(OC)c2)c1	15	6	-6	4	0	0.5	11	2	3.8	-2
4	CCSc1nnc(SCC(=O)NC2CCCCC2)s1	15	x	7	-7	1	0.2	-5	-4	0.4	-3
5	Oc1ccc(/C=N/Nc2cc(N3CCOCC3)nc(N3CCOCC3)n2)cc1	-12	-1	-1	-5	2	-3.0	-7	-1	-0.1	33
6	COc1ccccc1-c1coc2c(CN3CCC(C)CC3)c(O)ccc2c1=O	-18	-4	-5	-1	-1	-0.5	-1	5	2.1	-25
7	O=C(Cn1c(=O)c2c(ncn2Cc2ccccc2)n(Cc2ccccc2)c1=O)NC1CC1	0	-9	0	-4	-2	-0.3	-22	-3	2.0	4
8	CC(C)c1cc(C(=O)NNC(=S)NCc2ccco2)c(O)c(C(C)C)c1	-2	-1	3	0	0	0.6	-10	-3	1.2	6
9	CCOc1ccc(NC(=O)CN(C)C(=O)C2=COCCO2)cc1OCC	13	1	-10	1	-3	-1.8	-10	-12	-0.2	4
10	O/N=C(\c1ccc(Cl)cc1)c1ncc(C(F)(F)F)cc1Cl	10	5	9	0	-4	-3.7	1	4	-1.9	0
11	COc1ccc(C(=O)Nn2c(C)nc3ccccc3c2=O)cc1OC	-17	-3	0	-3	-1	0.2	5	4	3.5	-9
12	Cc1cc(NC(=O)CSCC(=O)OC(C)C(=O)N(C)Cc2ccccc2)no1 (centres undefined)	-1	4	-4	2	-1	-1.9	-4	-2	1.3	-5
13	Cc1ccc(C)c(NC(=O)C(c2ccccc2)N2CCOCC2)c1 (centres undefined)	9	-3	-5	1	-1	-2.4	3	-6	-0.6	-2
14	COc1cccc(CNC(=O)c2ccccc2-c2ccccc2C(=O)O)c1	16	-2	-4	1	-3	0.1	-7	-4	-0.2	7
15	O=C(N/N=C/c1ccncc1)c1cc(C2CC2)nc2ccccc12	x	-4	-5	-1	2	-2.6	-5	-10	-1.4	-2
16	Cc1nc2ncnn2c(C)c1Cc1cccc(C(F)(F)F)c1	-9	-2	-5	-6	1	-0.6	-8	3	-1.3	-2
17	CCOc1ccc(NC2=C(Cl)C(=O)N(Cc3ccccc3)C2=O)cc1	-40	-3	0	1	6	-0.5	-7	11	1.7	-8
18	CN(c1ccccc1C(=O)Nc1ccc(F)c(F)c1)S(C)(=O)=O	-73	-4	1	3	2	-0.5	1	-4	-1.9	-12
19	CNc1cncc(C(=O)O)c1	20	2	-4	-5	3	-2.6	1	-5	-1.2	-6
20	COc1ccccc1NC(=O)/C(N=Nc1ccc(C)c(S(=O)(=O)Nc2ccccc2Cl)c1)=C(\C)O	-47	-3	0	-2	-2	-0.4	-6	0	3.7	-1
21	CC(=O)c1ccc(N2CCN(CCC#N)CC2)c(F)c1	-10	-1	-2	1	2	-0.9	2	-5	0.6	10
22	Cc1cc(OCC(=O)Nc2ccc(CN3CCOCC3)cc2)ccc1Cl	-38	0	-5	1	-6	-2.9	-11	-6	0.2	-4
23	CCOC(=O)C1(CCc2ccccc2)CCN(C(=O)CCn2cnnn2)CC1	-4	-2	0	1	-1	x	-1	4	0.9	-8
24	CC(C)C(NC(=O)c1ccc(Cl)c([N+](=O)[O-])c1)C(=O)NCc1ccccn1 (centres undefined)	1	-6	-5	2	0	-0.1	4	2	0.8	-30
25	COc1nc(Nc2ccc(O)cc2)nc(OC(C(F)(F)F)C(F)(F)F)n1	16	x	-1	7	-1	-0.6	-15	0	2.9	8
26	Cc1csc(NC(=O)CCC(=O)N(CC(=O)NC2CCCC2)Cc2ccccc2)n1	x	2	-10	3	2	-2.8	-4	1	0.4	-1
27	COC(=O)c1ccc2c(c1)S(=O)(=O)NC(=NCc1ccco1)S2	12	-3	-4	-2	1	-2.1	0	-5	0.2	7
28	COc1ccc(C(C)=O)c2c1OCCO2	54	-2	-4	-1	-3	-0.1	-15	1	-2.2	9
29	COCc1c(C(=O)N2CCN(Cc3nc4ccccc4s3)CC2)oc2ccccc12	1	1	3	-3	-4	-0.8	0	-2	2.6	12
30	C/C(N)=C(/C#N)C(=O)CSc1nnc(-c2ccc(OC(F)F)cc2)o1	25&-30	5&-5	-5&7	6&3	-2&-3	-1.2&-1.7	-15&-9	1&-2	-1.0&-0.3	11
31	COc1ccc(NC(=O)/C(=C\c2cccnc2)NC(=O)c2cccs2)cc1	46	-1	-4	1	0	-0.3	-4	1	-0.4	-10
32	COc1cc(NCC(=O)Nc2cccc(S(=O)(=O)N3CCCCC3)c2)cc(OC)c1OC	-26	-2	6	2	-2	-0.6	3	-5	0.6	-3
33	CCCCOc1ccccc1C1NC(=O)NC(C)=C1C(=O)OCCOC (centres undefined)	13	0	12	-5	1	0.1	-3	3	-1.3	-1
34	CC1CCN(C(=O)C2CCN(S(=O)(=O)c3cc(Cl)ccc3Cl)CC2)CC1	x	1	-1	5	-3	-0.8	-3	-5	0.3	-11
35	COc1ccc(C(C(=O)NCC2CCCO2)N(Cc2ccccc2)C(=O)c2snc(C(N)=O)c2N)cc1OC (centres undefined)	-5	-1	-4	2	-2	0.4	8	-6	0.5	0
36	O=C(NC(=S)N(Cc1ccccc1)c1ccccn1)C1CC1	45	11	5	-5	0	-0.6	-4	-13	0.0	0
37	CC(C)(C)NC(=O)CSc1nccn1Cc1ccccc1	-8	-16	-4	-2	1	-0.3	0	-2	0.7	6
38	c1cc2ccc3ccc(-n4cnnn4)c4ccc(c1)c2c34	0	119*	4	-6	-5	x	-10	-2	-5.0	-19
39	CCOC(=O)c1c(C)[nH]c(C(=O)OCC(=O)N(C)CC(=O)Nc2ccccc2Cl)c1C	-33	-3	-4	1	-8	-0.5	-3	8	1.4	1
40	O=C(CSc1cccc[n+]1[O-])Nc1ccc2c(c1)OCCO2	14	1	0	3	0	-1.1	0	-8	0.6	x
41	O=C(O)c1ccc(N/N=C/c2ccc(OC(=O)c3cccc(Cl)c3)cc2)cc1	6	-6	1	-5	8	-3.8	7	-11	-0.5	-2
42	O=C(Nc1cccc(Cl)c1)c1cccc(N2C(=O)C3CC=CCC3C2=O)c1 (centres undefined)	-41	-2	2	-3	1	-3.2	-5	2	1.1	7
43	CCOC(=O)C1CCN(C(=O)c2oc3ccc(S(=O)(=O)N4CC(C)CC(C)C4)cc3c2C)CC1 (centres undefined)	-8	-1	-3	1	-10	1.3	2	6	0.9	-4
44	Cc1ccc2nc(-c3ccc(SCC(=O)O)nc3)[nH]c2c1	-9	-8	1	-6	1	-1.5	-11	-1	-0.6	11
45	Cc1ccc(NC(=O)CSc2ncccn2)cc1S(=O)(=O)N1CCOCC1	0	-4	3	-5	1	-2.5	8	-4	1.1	3
46	CCOC(=O)N1CCN(C(=O)CS(=O)(=O)c2cn(Cc3ccc(F)cc3)c3ccccc23)CC1	-22	x	-2	-4	2	-0.1	-3	-7	-1.9	-7
47	CCOc1ccccc1NC(=S)N1CCN(c2cccc(C)c2C)CC1	-39	-4	-3	-1	-18	-0.6	-2	2	0.7	-2
48	NCC12CC3CC(CC(O)(C3)C1)C2	5	-1	-1	3	-1	-1.9	-4	-1	0.2	1
49	CC(=O)c1ccc(N2C(=NC(=O)C(C)C)SC3CS(=O)(=O)CC32)cc1 (centres undefined)	-6	0	7	-3	0	-2.8	-12	5	-1.0	1
50	O=C1NC(=S)SC1=Cc1ccccc1Cl	4	1	-1	-1	18	-1.7	3	-2	-1.9	2
51	O=C(NCCN1CCOCC1)C12CC3CC(C1)CC(c1ccccc1)(C3)C2	16	3	2	-3	0	0.3	-9	-3	0.5	3
52	Cc1cccc(N2CCN(C(=O)c3cccc(S(=O)(=O)N4CCOCC4)c3)CC2)c1C	-13	-2	-3	4	2	-2.1	-11	-8	1.3	0
53	O=C(CN(Cc1ccc(F)cc1)C(=O)CNS(=O)(=O)c1ccccc1)NCC1CCCO1 (centres undefined)	0	-4	1	-2	-3	-2.3	-12	-2	-0.6	-2
54	Cc1ccc(C(=O)OCC(=O)Nc2ccccc2C(F)(F)F)cc1S(=O)(=O)N1CCCCC1	-56	-1	-8	-5	-4	-1.6	-5	6	-0.7	2
55	Cn1c(SCc2cccnc2)nc2c(c1=O)SCC2	-5	-1	4	-1	-3	-3.4	-13	-4	0.6	-87
56	Cn1nc(CC(=O)N2CCN(c3ccccc3)CC2)c2ccccc2c1=O	6	-1	8	2	1	-2.6	6	-1	-1.7	-1
57	Cc1cc(F)ccc1S(=O)(=O)NCC(c1cccnc1)N1CCc2ccccc21 (centres undefined)	23	-2	3	0	3	-0.1	-8	-2	0.5	2
58	FC(F)(F)c1cc(-c2ccccc2)nc(N2CCCCC2)n1	-42	-4	-6	-3	-4	1.1	1	-4	-0.7	1
59	CC(=O)Nc1ccc(NC(=O)Cn2cnc3c(nnn3Cc3ccc(F)cc3)c2=O)cc1	15	4	-1	4	1	-0.4	7	1	-1.0	11
60	Cc1ccc(S(=O)(=O)C2(C(=O)Nc3ccc4c(c3)OCO4)CC2)cc1	5	-7	-1	-2	-5	-0.6	-3	-6	-1.7	-3

Further entries.
No.	SMILES	SR-BI uptake up	CAL PDZ FP-1	cardiac RTF act	Keap1-Nrf2 PPI	DAGLB inhibitor	CAL PDZ FP-2	PKA-R2B act	Cardiac RTF inh	LANA DNA inh	Rtt109 Vps75
61	O=C(COCc1cc(-c2ccc3c(c2)OCO3)on1)N1CCN(c2ccccc2)CC1	16	-2	7	1	0	-2.2	1	-3	-2.8	-1
62	NC(=O)c1ccc(NC(=O)COC(=O)/C=C/c2ccc(Br)o2)cc1	-18	x	-7	-11	4	0.2	0	-1	3.9	-6
63	CCOC(=O)C(C#N)=C1CCN(Cc2ccccc2)CC1	15	x	-1	-5	-3	0.4	-7	-11	-0.1	-1
64	O=C(Cn1nnc(-c2cccs2)n1)N1c2ccccc2Sc2ccc(C(F)(F)F)cc21	-32	0	-9	-7	-1	-0.8	-10	4	-0.5	-1
65	CC(=O)c1cccc(NC(=O)CC2SC(N3CCCCC3)=NC2=O)c1 (centres undefined)	14	x	-2	-5	0	-1.2	-5	-2	-0.4	-2
